Screens: PubChem, several laboratories
Arr AP2 block – inhibitors of beta-arrestin/AP2 binding, primary screen, biochemical, GPCR trafficking, flow cytometry. beta-arrestin 1 C-terminal peptide binding to AP2 beta2-adaptin appendage (human). FITC-arrestin peptide / GST-AP2 beads; AP2 beta2 appendage carries R879A mutation. inhibition, % at 10 µM. 340,000 compounds, 0.31% hits;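 active means inhibition above a set limit, near 3 SD of compounds lacking own fluorescence, cut at about 54% in these data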;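 further: plate controls were DMSO wells for no effect and 5 µM unlabelled arrestin peptide for full effect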
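system = GST-tagged AP2 beta2-adaptin appendage (R879A) on 4 µm glutathione beads | reagent = FITC-labelled arrestin peptide probe, 50 nM final | schedule = compound with beads 12 min RT, then probe 1 h RT | signal = HyperCyt-sampled flow cytometry, FL1 channel, ex 488/em 535 nm | read-out = percent response from loss of bead-bound FITC fluorescence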
CAL PDZ FP-1 – CAL PDZ peptide-binding inhibitors, primary screen, biochemical, fluorescence polarization, Cer-tagged CAL PDZ, HTS | Golgi-associated PDZ and coiled-coil motif-containing protein (Homo sapiens), Q9HD26 | purified CAL PDZ, TMR-peptide fluorescence polarization, 1 h | inhibition, % at 20 µM | 330,000 compounds, 0.02% hits | AID 504414, 2011;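 active means highest replicate inhibition of at least 40%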;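 further: plate controls were DMSO neutral control wells for no effect and unlabeled competitor peptide control wells for full effect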
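Material: tagged CAL PDZ domain; buffer or medium: 25 mM sodium phosphate pH 7.4, 150 mM NaCl, TCEP, IgG, Thesit; compound dosing: single point, 20 µM; schedule: 1 h incubation at room temperature before polarization reading; measured by: FP readout, S and P plane fluorescence; read-out basis: percent inhibition from loss of millipolarization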
Cardiac RTF inh – cardiac RTF calcium sensitivity inhibitors, primary screen, biochemical, IANBD-TnC fluorescence, EC70 calcium | IANBD-labeled cardiac RTF, Ca2+ fluorescence | inhibition, % at 7.15 µM | 340,000 compounds, 0.12% hits | AID 493244, 2011;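 active means inhibition above the mean inhibition of all tested compounds plus 3 SD, cut at about 17% in these data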;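 further: assay run at fixed EC70 calcium of 1.6 mM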
Keap1 Nrf2 FP – Keap1-Nrf2 protein-protein interaction inhibitors, primary screen, biochemical, fluorescence polarization, single point; Kelch-like ECH-associated protein 1 (Homo sapiens), Q14145; Keap1 Kelch-Nrf2 peptide fluorescence polarization, 1536-well; inhibition, % at 9.4 µM; 340,000 compounds, 0.15% hits; in the data active means inhibition above about 12%;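 further: human Keap1 Kelch domain with fluorescein labeled Nrf2 9mer peptide probe; 0% = neutral control wells and 100% = peptide positive control; higher means more block of Keap1 binding to Nrf2 peptide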
Pemphigus Ab inh – inhibitors of pemphigus antibody binding to DSG3, primary screen, biochemical, bead-based, flow cytometry, scFv-GFP. Desmoglein-3 (Homo sapiens), P32926. DSG3-coupled beads, scFv-anti-DSG3-GFP binding; active compounds read low. binding (percent of control), % at 10 µM. 310,000 compounds, 0.48% hits. AID 588358, 2011;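 active means binding more than 3 SD below its plate's average and above zero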;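 further: hits lower antibody fragment binding to DSG3; some compounds called inactive have numbers as strong as hits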
NSD2 HMT inh – NSD2 histone methyltransferase inhibitors, primary screen, biochemical, AlphaScreen, single concentration, set 2; NSD2 peptide methylation, 120 min; inhibition, % at 12.5 µM; Histone-lysine N-methyltransferase NSD2 (Homo sapiens), O96028; 310,000 compounds, 0.54% hits; in the data active means inhibition above about 50%
V-ATPase pH – regulators of yeast V-ATPase proton pumping, primary screen, pHLuorin cytosolic pH fluorescence; AID 504577, 2011; response, % at 10 µM; S. cerevisiae; 350,000 compounds, 0.37% hits; in the data active means response mostly above about 7.3%, no sharp cut-off; inactive means mostly below about 5.4%; further: actives read high; inactives centre near 0; some compounds called inactive have numbers as strong as hits; reference of the scale not given here
LANA DNA inh – inhibitors of KSHV C-LANA binding to DNA, primary screen, biochemical, fluorescence polarization, FAM-LBS DNA, MBP-C-LANA, single point | AID 504423, 2011 | Kaposi's sarcoma herpesvirus LANA C-terminal domain (residues 932-1162) DNA binding | 340,000 compounds, 0.078% hits | inhibition, % at 9 µM;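 active means highest replicate inhibition at or above 60% at 9 µM, even if other replicates fall short; inactive means all replicates below 60% inhibition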;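 further: 0% = neutral control wells and 100% = 4 µM acridine orange control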
CAL PDZ FP-2 – untagged CAL PDZ binding inhibitors, primary screen, biochemical, fluorescence polarization, HTS. 300,000 compounds, 0.92% hits. inhibition, % at 24.9 µM. AID 602252, 2012. purified CAL PDZ, TMR-peptide fluorescence polarization, 1 h. Golgi-associated PDZ and coiled-coil motif-containing protein (Homo sapiens), Q9HD26;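 active means mean inhibition of at least 30% with at least half of replicates also reaching 30%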;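 further: 0% = DMSO neutral control and 100% = excess unlabeled competitor peptide PRC23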
DAGLB inh – DAGLB lipase inhibitors, primary screen, biochemical, fluorescence, HTS; 340,000 compounds, 0.059% hits; Diacylglycerol lipase-beta (Homo sapiens), Q8NCG7; HEK293T DAGLB membrane lysate, EnzChek fluorogenic substrate; inhibition, % at 5.17 µM; in the data active means inhibition above about 34%;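 further: 0% = enzyme with vehicle and 100% = wells lacking enzyme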
Target sequence (Q8NCG7 whole entry, looked up): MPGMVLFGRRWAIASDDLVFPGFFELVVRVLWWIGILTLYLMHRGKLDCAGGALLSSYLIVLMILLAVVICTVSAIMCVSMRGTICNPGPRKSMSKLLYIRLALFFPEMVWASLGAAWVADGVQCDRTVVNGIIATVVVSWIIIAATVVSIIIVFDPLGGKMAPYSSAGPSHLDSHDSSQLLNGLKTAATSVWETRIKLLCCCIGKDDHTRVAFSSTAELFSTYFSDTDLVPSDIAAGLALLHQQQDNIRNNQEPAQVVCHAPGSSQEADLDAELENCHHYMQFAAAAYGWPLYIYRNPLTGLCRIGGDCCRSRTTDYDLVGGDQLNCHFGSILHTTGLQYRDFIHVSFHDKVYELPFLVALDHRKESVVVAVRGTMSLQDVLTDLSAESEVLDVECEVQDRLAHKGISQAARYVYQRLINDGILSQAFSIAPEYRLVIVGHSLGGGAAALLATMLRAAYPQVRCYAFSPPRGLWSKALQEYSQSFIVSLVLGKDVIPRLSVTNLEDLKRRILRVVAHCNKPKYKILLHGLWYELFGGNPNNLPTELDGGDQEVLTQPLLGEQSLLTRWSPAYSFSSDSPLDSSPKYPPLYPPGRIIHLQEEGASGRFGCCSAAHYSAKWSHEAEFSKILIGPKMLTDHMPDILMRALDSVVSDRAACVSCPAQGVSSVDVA
Starred values were filed as active, the others as inactive; / = no result given.

Arr AP2 block	CAL PDZ FP-1	Cardiac RTF inh	Keap1 Nrf2 FP	Pemphigus Ab inh	NSD2 HMT inh	V-ATPase pH	LANA DNA inh	CAL PDZ FP-2	DAGLB inh	SMILES
-9	0.8	-3	-2	112	0	0	0.1	0	0	COc1ccc(Cn2c(=S)[nH]c3cc(OC)c(OC)cc3c2=O)cc1
2	-0.6	-4	-1	66	0	1	1.4	-1	0	Cc1ccc(NC(=O)CSCC(=O)NNC(=O)c2nn(C)c(=O)c3ccccc23)cc1
0	-2.7	-3	-6	88	2	0	-0.5	-7	-1	O=C(Nc1ccccc1N1CCCC1)c1cccc(Cl)c1Cl
7	-0.4	1	1	117	/	4	-1.1	0	1	Cc1c(NC(=O)c2ccc(C(=O)Nc3c(C)n(C)n(-c4ccccc4)c3=O)cc2)c(=O)n(-c2ccccc2)n1C
32	-2.1	0	1	130	0	0	0.2	-2	-1	Cc1ccnn1CC(=O)N/N=C/c1ccc2c(c1)OCO2
1	-2.1	7	3	91	1	-3	0.2	-2	2	COc1ccc(NC(=O)COc2nsnc2N2CCOCC2)cc1
22	-1.6	-18	-2	/	13	-3	5.7	0	-2	CCCN1CCC2(CC1)C(C#N)=C(N)Oc1c2sc2nc(C)cc(C)c12
11	0.0	2	-2	112	-1	-4	-0.6	-5	-2	CCOC(=O)c1cc(-c2ccccc2)n[nH]1
-9	0.2	-2	4	106	0	-2	0.3	-5	-1	O=C(N/N=C/c1ccccc1O)C(=O)Nc1ccccn1
8	0.0	7	-3	/	-1	3	4.6	-1	1	CCOC(=O)C1CCN(C(=S)Nc2ccc(S(N)(=O)=O)cc2)CC1
1	-0.4	-1	-5	102	0	0	2.7	3	0	CN(/N=C/c1cccnc1)C1=NS(=O)(=O)c2ccccc21
27	-0.9	3	-3	100	0	0	0.7	/	-1	O=C(Nc1ccc(N2CCOCC2)cc1)Nc1ccc(Cl)c(Cl)c1
18	0.3	-16	2	101	/	-4	-0.4	-2	-2	CCOC(=O)c1ccc(-c2ccc3[nH]c4ccccc4c(=O)c3c2)cc1F
1	-1.6	-5	0	102	-4	5	1.3	0	0	CCCCCCCOc1ccc(OC(=O)c2ccncc2)cc1
38	0.3	-10	-3	100	/	0	-0.2	0	0	CC(C)C[C@@H](CN1CCCC1CN1C(=S)NC[C@@H]1Cc1ccc(O)cc1)N1C[C@H](Cc2ccc(O)cc2)N(CCc2ccccc2)C1=S (stereo not given in full)
6	-0.9	2	-4	103	/	3	-4.3	3	0	CCC(=O)NC(C)c1cc(Cl)c2ccccc2c1O (stereo not given)
-3	-3.6	4	-6	92	-1	1	-0.1	-3	0	CCOc1ccc(NC(=O)c2ccc3c(=O)n(-c4ccc(OC)cc4OC)c(=S)[nH]c3c2)cc1
26	-1.5	-3	-1	99	1	0	-2.1	-10	-3	COc1cccc(NC(=O)N(Cc2ccco2)C(C)c2cccs2)c1 (stereo not given)
28	1.2	-1	-1	103	-1	-2	0.4	4	-1	CNC(=O)CN(c1ccc(C(C)C)cc1)S(C)(=O)=O
8	-1.0	-10	-3	110	8	1	-0.8	-1	0	O=C(CCCOc1ccc(Cl)cc1Cl)N/N=C/c1cccc([N+](=O)[O-])c1
6	0.6	-8	2	113	-1	-2	-1.1	-2	0	Cc1cc(=O)[nH]c2c(C)cc(S(=O)(=O)Nc3ccc(O)cc3)cc12
-5	-0.8	-5	-5	97	-1	-1	0.1	3	1	O=C(Nc1ccc(N2CCCC2)c(S(=O)(=O)Nc2cccc(C(F)(F)F)c2)c1)c1cccs1
-12	-1.3	-6	3	/	12	-3	-0.9	/	-3	COc1ccccc1N(CC(=O)NCc1ccccc1C)S(=O)(=O)c1ccc(C)cc1
-3	-1.9	2	-4	108	-4	2	-0.9	/	-6	CCN(CC)C(=O)Oc1ccc2c(=O)c(-c3ccccc3)coc2c1
1	-0.6	-3	-2	100	1	2	0.6	-1	0	c1cnc2ccc(C(c3nnnn3C3CCCC3)N3CCSCC3)cc2c1 (stereo not given)
32	/	/	/	111	-3	-2	/	/	/	O=C(Nc1ccc(F)c(Cl)c1)C1CCCC1
-1	-2.2	11	-2	107	-2	0	2.0	2	3	CC(=O)N1CCc2cc(S(=O)(=O)CCC(=O)N3CCN(c4ccccc4F)CC3)ccc21
-2	-1.4	-1	-5	99	-4	4	2.1	-2	-2	COc1ccc2c(c1OC)C(=O)N(c1ccc(O)cc1)C2
33	-1.3	-4	2	95	-2	-2	-0.4	-2	-2	CCOC(=O)CN1N=C(c2ccc(C)cc2)CCC1=O
11	-0.1	-3	-2	103	10	-2	-0.9	-3	0	CCOC(=O)N1CCN(C(=O)c2cc3c(=O)n4cccc(C)c4nc3s2)CC1
4	-0.9	2	-5	127	/	3	-0.8	/	1	COc1ccc(S(=O)(=O)N2CCOC2CNC(=O)C(=O)NCCCn2ccnc2)cc1OC (stereo not given)
-6	-5.3	-7	0	/	/	3	0.7	-2	3	CC1=C(C(N)=O)C(c2ccccn2)n2nc(SCc3ccccc3Cl)nc2N1 (stereo not given)
-6	-2.1	-1	1	117	-3	-1	-0.6	-2	-2	COc1ccc(OC)c(N(CC(=O)NC2CCCCCC2)S(=O)(=O)c2ccc(C)cc2)c1
-8	-1.3	-10	0	115	-1	5	0.0	-5	1	COc1ccc(CN(CC(=O)NCC2CCCO2)C(=O)CCC(=O)Nc2nccs2)cc1 (stereo not given)
-3	0.7	-2	2	104	-1	3	-0.9	4	-1	CN1C(=O)C(O)(CC(=O)c2cccnc2)c2ccccc21 (stereo not given)
42	-1.0	/	0	97	3	0	0.8	4	/	CC1CCN(c2ccccc2NC(=O)c2ccc(C#N)cc2F)CC1
-11	-1.2	-8	-3	104	-2	-4	-0.8	-2	-1	COc1ccc(S(=O)(=O)NC2CCCC2)cc1Cl
10	-1.9	1	-3	102	/	-2	0.9	/	1	COc1cc(CNc2ccc(C)c(C)c2)cc(OC)c1OC
8	0.4	-12	-2	98	43	-3	1.0	-2	-4	CN(Cc1ccccc1)C(=O)COc1ccccc1Cl
-8	5.5	-1	-3	98	5	1	1.8	/	0	Cc1ccc(Nc2nc(-c3c(C)nc4ncccn34)cs2)cc1
25	0.4	-8	-2	103	-3	-1	1.7	-1	-5	CCCSc1nnc(Sc2nnnn2-c2ccccc2)s1
5	0.1	-3	-3	95	17	-2	2.4	-3	2	Cc1cc(C(=O)CCl)c(C)n1-c1ccon1
18	0.0	-2	4	/	-5	-1	-2.2	2	-6	O=S1(=O)CCC(NCC2CCCO2)C1 (stereo not given)
14	0.0	-3	-1	103	-1	0	-1.6	/	-1	CC(C)CNC(=O)COC(=O)c1ccc(F)cc1Cl
30	-0.3	5	1	101	0	-4	-0.4	4	-4	Cn1c2ccccc2c2cnn(CC(=O)Nc3ccccc3Br)c(=O)c21
-4	-1.7	2	4	99	/	1	-1.6	0	-3	CCN(C(=O)N(CC)c1ccccc1)c1ccccc1
4	-1.5	-1	-3	102	-3	1	-0.4	-3	-5	O=C1c2ccccc2C(=O)N1CCc1csc(-c2ccccc2)n1
12	-1.6	0	-1	99	/	-1	0.5	/	3	COC(=O)c1nc2ccc(C)cn2c1F
1	/	/	/	104	-4	-2	/	/	/	COC(=O)C1=NN(c2ccc(OC)cc2)C2C(=O)N(c3ccccc3OC)C(=O)C12 (stereo not given)
12	-2.7	-19	-2	110	1	10	1.3	-6	-1	Cc1ccc(CNC(=O)c2nn(C)c3c2CS(=O)(=O)c2ccccc2-3)cc1
-3	-1.6	-7	-2	126	-4	7	-0.7	-3	-4	Cc1ccccc1C(=O)OCC(=O)NCC1COc2ccccc2O1 (stereo not given)
10	-3.9	3	0	101	0	0	1.0	-1	-1	CC(=O)NCCc1csc(-c2ccccc2)n1
-16	1.7	1	-5	/	1	-3	0.4	-4	1	COc1ccccc1C(=O)N1CCN(Cc2c[nH]c3ccccc23)CC1

Some of these compounds in order of length of the SMILES, highest first.
Arr AP2 block	CAL PDZ FP-1	Cardiac RTF inh	Keap1 Nrf2 FP	Pemphigus Ab inh	NSD2 HMT inh	V-ATPase pH	LANA DNA inh	CAL PDZ FP-2	DAGLB inh	SMILES
-16	1.7	1	-5	/	1	-3	0.4	-4	1	COc1ccccc1C(=O)N1CCN(Cc2c[nH]c3ccccc23)CC1
4	-1.5	-1	-3	102	-3	1	-0.4	-3	-5	O=C1c2ccccc2C(=O)N1CCc1csc(-c2ccccc2)n1
18	0.0	-2	4	/	-5	-1	-2.2	2	-6	O=S1(=O)CCC(NCC2CCCO2)C1 (stereo not given)

Some of the compounds tested, so the mix of outcomes need not match the whole.
